# Assay outcomes as filed in PubChem BioAssay.
# GalR3 antag – blocks the human galanin receptor 3; HEK293 GalR3-CNG cAMP membrane potential fluorescence; galR3 body fused to GalR1 C-terminus; inhibition, % at 3 µM; 360,000 tested, 0.44% active; AID 651719;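 active = inhibition above the screen-wide average plus 3 SD, cut at about 13% in these data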;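 note: forskolin and galanin both at EC90 stimulate the cells; cAMP rise reported by CNG channel membrane potential dye signal; 0% = forskolin plus galanin with DMSO and 100% = forskolin alone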
# V1R ag counter – V1a receptor agonism, counter-screen for OXTR agonists. P37288. CHO-V1R cells, Fluo-8 calcium fluorescence, agonist mode; 0% DMSO, 100% 3 nM vasopressin. 320,000 tested, 0.25% active. AID 2797. activation, % at 3 µM;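 active = activation above the mean activation of all tested compounds plus 3 SD, per screening run, cut at about 20% in these data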;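 note: signal is peak over basal fluorescence ratio across a 100 second FLIPR read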
# Target sequence (P37288 whole entry, looked up): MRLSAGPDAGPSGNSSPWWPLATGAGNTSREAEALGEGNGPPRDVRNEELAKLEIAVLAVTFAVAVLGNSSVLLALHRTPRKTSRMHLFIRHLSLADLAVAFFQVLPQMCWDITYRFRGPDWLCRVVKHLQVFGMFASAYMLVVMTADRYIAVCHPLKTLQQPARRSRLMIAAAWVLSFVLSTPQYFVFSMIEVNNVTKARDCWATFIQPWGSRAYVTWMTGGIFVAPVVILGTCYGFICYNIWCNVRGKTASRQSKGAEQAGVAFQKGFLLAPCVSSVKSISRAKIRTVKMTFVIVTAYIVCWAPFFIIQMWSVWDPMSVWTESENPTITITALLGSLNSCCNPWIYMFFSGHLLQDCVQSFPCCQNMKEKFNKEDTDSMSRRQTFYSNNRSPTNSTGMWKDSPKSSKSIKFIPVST
# OXTR agonist – human OXTR agonism; 320,000 tested, 0.32% active; AID 2435; activation, % at 3 µM; P30559; CHO-OTR cells, Fluo-8 calcium fluorescence; normalized: DMSO 0%, oxytocin 100%;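 active = activation above the mean of all tested compounds plus 3 SD, cutoff set per screening run, cut at about 20% in these data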;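 note: peak over basal fluorescence ratio from a 100 s FLIPR kinetic read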
# Target sequence (P30559 whole entry, looked up): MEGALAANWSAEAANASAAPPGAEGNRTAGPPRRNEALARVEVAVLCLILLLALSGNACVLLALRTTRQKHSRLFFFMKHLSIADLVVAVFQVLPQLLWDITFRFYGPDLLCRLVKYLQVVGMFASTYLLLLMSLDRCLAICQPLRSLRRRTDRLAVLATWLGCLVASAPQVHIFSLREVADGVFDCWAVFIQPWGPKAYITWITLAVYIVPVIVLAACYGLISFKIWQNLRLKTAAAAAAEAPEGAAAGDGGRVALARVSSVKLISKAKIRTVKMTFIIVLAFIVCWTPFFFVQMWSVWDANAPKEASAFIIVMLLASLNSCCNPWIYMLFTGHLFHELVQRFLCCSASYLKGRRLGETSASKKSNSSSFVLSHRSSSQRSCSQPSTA
# The depositor's hits bear a star.
SMILES,GalR3 antag,V1R ag counter,OXTR agonist
CCOc1ccccc1NC(=O)C(c1ccccc1)N1CCN(C(=O)c2ccco2)CC1 (stereo not drawn),-5.3,-0.8,-2.4
O=C(Nc1ccc(N2CCOCC2)cc1)c1cccc(S(=O)(=O)N2CCOCC2)c1,-3.3,2.8,2.1
O=C(O)c1cccc2c1C(=O)c1ccc(N3CCCCC3)cc1S2(=O)=O,-1.0,2.2,2.3
CN(CC(=O)Nc1cccc(F)c1)C(=O)c1cn2ccccc2n1,-4.9,0.4,0.2
CC(NC(=O)CN1C(=O)NC2(CCCCCC2)C1=O)c1ccccc1Cl (stereo not drawn),-5.3,-0.2,0.7
Cc1cccc(N2N=C(C(=O)N3Cc4ccccc4CC3C(N)=O)CCC2=O)c1 (stereo not drawn),-5.1,0.4,1.7
COc1cccc(N2CC(NC(=O)c3ccc4ccccc4c3)CC2=O)c1 (stereo not drawn),-1.4,-0.3,2.4
Cc1noc(C)c1CSCC(=O)Nc1nc2ccc(S(C)(=O)=O)cc2s1,1.3,-0.6,-0.6
O=C(COc1ccc(Nc2ccccc2)cc1)Nc1ccncc1,-5.3,12.0,15.2
COc1ccccc1CCNC(=O)C(=O)NCCC1CCCCN1S(=O)(=O)c1cccs1 (stereo not drawn),-3.7,0.9,-0.5
Cc1c(NC(=O)CSc2ccc3ccccc3n2)c(=O)n(-c2ccccc2)n1C,-5.6,-0.3,-1.2
COc1cc(C(=O)COC(=O)c2cc([N+](=O)[O-])ccc2N2CCOCC2)ccc1OC(F)F,-3.1,-0.8,5.8
COc1cc(OC)cc(C(=O)Nc2cccc(NC(=O)c3cc(OC)cc(OC)c3)n2)c1,-3.7,1.4,-1.5
CN(CC(=O)Nc1ccc(Cl)c(C(F)(F)F)c1)C(=O)c1ccc2c(c1)NC(=O)CS2,-1.8,9.8,7.2
CS(=O)(=O)N1CCC2(CC1)OCCN2S(=O)(=O)c1ccccc1,2.2,1.3,0.7

# Rewritten field by field: two of the compounds above
COc1cc(C(=O)COC(=O)c2cc([N+](=O)[O-])ccc2N2CCOCC2)ccc1OC(F)F
  GalR3 antag: -3.1 | V1R ag counter: -0.8 | OXTR agonist: 5.8
COc1cc(OC)cc(C(=O)Nc2cccc(NC(=O)c3cc(OC)cc(OC)c3)n2)c1
  GalR3 antag: -3.7 | V1R ag counter: 1.4 | OXTR agonist: -1.5

# The results go on:
SMILES,GalR3 antag,V1R ag counter,OXTR agonist
C#CCOCCOCCOCCNc1nc(N2CCN(C(=O)CCCCCCCCCCNC(=O)Cn3cc(C[C@@H](C)O)nn3)CC2)nc(N2CCN(C(=O)CCCCCCCCCCNC(=O)[C@H](CO)n3cc(CCCSC)nn3)CC2)n1,-3.3,4.8,2.1
CC(C)(C)OC(=O)NCc1ccc(CNC(=O)c2nc[nH]c2C(=O)N2CCc3ccccc3C2)cc1,-3.5,1.0,2.0
CC1CCC2(CC1)NC(=O)N(CC(=O)Nc1ccc(C(N)=O)cc1)C2=O (stereo not drawn),-4.4,-0.2,1.8
CCc1cccc(CC)c1-n1c(SCC(=O)N2CCCc3ccccc32)nc(O)cc1=O,-5.5,0.8,0.2
O=C(CN1c2cccc3cccc(c23)S1(=O)=O)N1CCN(c2ccccc2)CC1,-5.2,0.4,1.0
COc1ccc(Cl)cc1NC(=O)CN1C(=O)NC(Cc2c[nH]c3ccccc23)C1=O (stereo not drawn),-6.2,1.2,1.1
Cc1ccc(OCC(COCc2ccccc2)NC(C)C)cc1 (stereo not drawn),-5.9,3.9,2.2
Cc1cccc(C)c1NC(=O)CNC(=O)c1ccc2nc[nH]c2c1,-3.5,0.8,1.3
CCCCc1cc2ccccc2c(OCCN(C)C)n1,-9.2,1.2,3.0
O=C(NCc1ccccc1)c1ccc2c(c1)S(=O)(=O)c1cc(Cl)ccc1C2=O,-2.0,0.4,0.2
O=C(CCS(=O)(=O)c1ccc(F)cc1)Nc1nnc(-c2cccs2)o1,-2.7,-0.3,1.1
Cc1cc(Cl)ccc1OCC(=O)OCC(=O)Nc1cccnc1Cl,-3.9,4.7,1.6
CC(=O)c1c(C)[nH]c(C(=O)COC(=O)c2c(-c3ccccc3)noc2C)c1C,-5.8,2.4,2.8
COc1ccc(CCC(=O)OCC(=O)Nc2sccc2C(N)=O)cc1,-4.5,10.6,15.7
COC(=O)c1c(C)[nH]c(C(=O)C(C)OC(=O)C2CC2C)c1C (stereo not drawn),-2.7,0.4,1.8

# Record cards (already shown):
# O=C(NCc1ccccc1)c1ccc2c(c1)S(=O)(=O)c1cc(Cl)ccc1C2=O as listed: GalR3 antag = -2.0; V1R ag counter = 0.4; OXTR agonist = 0.2
# CC(=O)c1c(C)[nH]c(C(=O)COC(=O)c2c(-c3ccccc3)noc2C)c1C as listed: GalR3 antag = -5.8; V1R ag counter = 2.4; OXTR agonist = 2.8

# (further entries)
SMILES,GalR3 antag,V1R ag counter,OXTR agonist
Cc1nnc(SC(C)C(=O)N(C)C2CCCCC2)n1N (stereo not drawn),-0.3,1.7,1.8
CC(Oc1cccc([N+](=O)[O-])c1)C(=O)NCCC1=CCCCC1 (stereo not drawn),-3.1,-0.6,-2.4
O=C(Nc1ccc(Nc2ccccc2)cc1)c1c(Cl)cccc1Cl,-3.9,3.5,1.4
Cc1ccc(SCC(=O)Nc2cc(S(=O)(=O)N3CCCCC3)ccc2C)cc1,-5.7,1.2,-0.1
CN(C(=O)CSc1cc(Cl)ccc1Cl)C1CCS(=O)(=O)C1 (stereo not drawn),-5.8,0.3,0.7
O=C(O)c1ccccc1NC(=O)C(c1ccccc1)c1ccccc1,-3.1,-0.1,-0.3
CCC(C)[C@H]1CNCCN1CC1(c2ccccc2)CC1 (stereo partly drawn),-3.7,0.2,1.1
COc1ccc(Cl)cc1NC(=O)CSc1cccc[n+]1[O-],-0.9,0.4,1.5
Cc1nn(-c2ccccc2)nc1C(=O)OCC(=O)N1CCCCC1C (stereo not drawn),-4.8,2.1,-0.6
CNC[C@@H]1Oc2ccc(NS(=O)(=O)c3ccc(Cl)cc3)cc2C(=O)N([C@H](C)CO)C[C@@H]1C,-6.6,-0.1,-0.5
COc1ccc(CN(C)C(=O)COC(=O)c2c(C)nn(-c3ccc(F)cc3)c2Cl)cc1,-5.5,2.6,-1.3
CC(=O)c1ccc(S(=O)(=O)N2CCN(CCOc3ccc(Br)cc3)CC2)cc1,-5.9,9.8,13.9
COc1ccc2nc(SCC(=O)Nc3ccc4[nH]c(=O)[nH]c4c3)[nH]c2c1,-5.6,-0.3,-0.5
CSCC[C@H](NC(=O)C1CCN(S(=O)(=O)c2ccc(C)cc2C)CC1)c1nc2ccccc2[nH]1,-7.0,0.8,-0.1
NC(=O)C1CCN(c2nc3ccccc3nc2NS(=O)(=O)c2ccc(Br)cc2)CC1,-2.9,1.1,2.3

# 2 entries from above, reformatted:
CN(C(=O)CSc1cc(Cl)ccc1Cl)C1CCS(=O)(=O)C1 (stereo not drawn)
  GalR3 antag: -5.8; V1R ag counter: 0.3; OXTR agonist: 0.7
CCC(C)[C@H]1CNCCN1CC1(c2ccccc2)CC1 (stereo partly drawn)
  GalR3 antag: -3.7; V1R ag counter: 0.2; OXTR agonist: 1.1

# The results go on.
SMILES,GalR3 antag,V1R ag counter,OXTR agonist
CN(C)S(=O)(=O)c1cccc(NC(=O)CCc2nc3sc4c(c3c(=O)[nH]2)CCCC4)c1,-4.8,3.5,1.1
Cc1ccc(C(=O)CCC(=O)OCC(=O)NNC(=O)c2ccc([N+](=O)[O-])cc2)cc1,-7.3,2.1,3.0
O=C(NS(=O)(=O)Nc1ccccc1)C1=C(N2CCCC2)COC1=O,3.8,0.5,-0.1
CC(OC(=O)c1ccc(Cl)cc1O)C(=O)NCCC1=CCCCC1 (stereo not drawn),-3.8,0.7,-1.4
COc1ccc(/C=C/C(=O)OCC(=O)N2CCCC2)c(OC)c1,-3.3,-0.1,0.4
CCCCN1C(=N)N([C@@H](CCC)CN2CCC[C@H]2CN2C(N)=NC[C@@H]2Cc2ccccc2)C[C@H]1Cc1ccccc1,-3.4,-0.2,-0.9
O=C(NC1CCC(O)CC1)c1ccc(-c2ccc(Cl)cc2)o1 (stereo not drawn),-0.5,-0.5,-1.9
NC(=O)c1nn(CC(=O)Nc2cccc(S(=O)(=O)N3CCCC3)c2)c(=O)c2ccccc12,-4.8,0.1,0.6
CCc1ccc(-c2nn(-c3ccccc3C)cc2C(=O)N2CCN(C3CCS(=O)(=O)C3)CC2)cc1 (stereo not drawn),-4.0,1.0,2.1
CC1CC(C)CN(C(=O)COC(=O)c2ccc(S(=O)(=O)N(C)c3ccccc3)cc2)C1 (stereo not drawn),-3.3,1.1,6.4
COc1cccc(C(=O)NCCS(=O)(=O)N2CCOCC2)c1,-6.2,0.5,0.6
NC(=O)NC(CC(=O)NNC(=O)c1ccccn1)c1ccccc1Cl (stereo not drawn),-5.2,0.8,0.0
O=C(COC(=O)c1ccco1)Nc1ccc(Cl)cn1,-0.7,0.3,1.7
O=C(CN1C(=O)NC2(CCCCCCC2)C1=O)NCc1ccc(Cl)cc1,0.4,0.6,1.6
COc1cccc(/C=C/C(=O)NNC(=O)c2ccco2)c1OC,-4.8,0.1,1.0
O=C(OCC(=O)N1CCN(c2cccc(Cl)c2)CC1)c1ccco1,-4.9,1.9,2.9
Oc1cc(NCCc2cccnc2)cc2cccnc12,-5.2,2.0,2.0
CC1=C(C(=O)OCc2ccccc2)C(c2cccc3ccccc23)NC(=O)N1CCCC(=O)O (stereo not drawn),1.5,1.0,-0.3
Fc1cccc(CCN2CCN=C2Nc2ccccc2)c1,-4.4,0.6,0.5
CCCCN1C(=O)c2ccc(C(=O)OCC(=O)NCCc3ccc(S(N)(=O)=O)cc3)cc2C1=O,-4.5,-0.3,1.0
O=C(N/N=C/C1CCCCC1)c1ccccc1-n1cccc1,-2.9,-1.9,-0.7
Cc1cc2c(c(C)c1CCO)C(=O)[C@H](C)C2,-1.4,1.0,0.4
COc1ccc(N2CCN(S(=O)(=O)CCNC(=O)c3ccc4c(c3)OCO4)CC2)cc1,-1.2,-0.1,0.8
CCOC(=O)C1CCN(C(=O)CN2C(=O)c3ccccc3S2(=O)=O)CC1,-0.6,1.1,1.5
CC(C)(CNC(=O)CNC(=O)c1ccccc1F)N1CCOCC1,1.1,0.3,0.7
COc1cccc(NC(=O)c2ccc(OC(F)(F)F)cc2)c1,-7.4,1.0,4.0
CC1(C)Cc2cccc(OCC(=O)NCc3cccs3)c2O1,-2.7,-1.6,-2.5
O=C(CC12CC3CC(CC(C3)C1)C2)NC1CC1,0.8,-0.3,-0.3
C=CC(n1cncn1)C(O)(c1ccccc1)c1ccccc1 (stereo not drawn),-6.0,-0.2,-1.1
COc1ccccc1NC(=O)CSc1nc2[nH]ncc2c(=O)[nH]1,3.3,0.5,0.2
COc1ccc(S(=O)(=O)N(C)Cc2ccc3c(c2)OCCO3)cc1,-0.8,-0.2,1.7
O=C1CCc2cc(NS(=O)(=O)c3ccc([N+](=O)[O-])cc3)cc3c2N1CCC3,1.4,1.1,2.7
CC(C)n1nccc1NC(=O)COC(=O)c1ccc(NC(N)=O)cc1,-5.4,1.5,0.5
COc1ccc(-c2cc(=O)c3c(O)cc(O)cc3o2)cc1,-4.8,-0.4,0.5
O=C(Cn1ncc(Cl)c(Cl)c1=O)NC1CCCCC1,-4.5,0.2,0.7
CCOc1ccc(NS(=O)(=O)c2cc(C(=O)N(CC)CC(=O)NCc3cccs3)ccc2C)cc1,-3.7,-0.7,-1.8
COc1c(F)cccc1C1=CC(=O)C[C@H](c2ccc3c(c2)OCO3)C1,-5.5,0.7,-0.4
COc1ccc(C(=O)N2CCN(c3ccc(N4CCOCC4)nn3)CC2)cc1OC,-3.9,0.3,0.7
COc1ccc(S(=O)(=O)N2CCN(Cc3ccccc3[N+](=O)[O-])CC2)cc1,-4.2,2.9,1.9
Cc1ccc(CNC(=O)COC(=O)C2CCC2)cc1,-4.6,0.3,0.7
COc1ccc(-n2c(=O)c(CCC(=O)NCCc3ccccc3F)nc3ccccc32)cc1,0.9,1.2,0.3
Cc1ccc(Oc2ccc(NS(=O)(=O)c3cccc(C(=O)O)c3)cc2)cc1,-5.2,0.7,-1.0
CCn1c(SC(C)C(=O)Nc2ccc(N3CCOCC3)cc2)nnc1-c1ccco1 (stereo not drawn),3.9,0.5,0.7
COc1cc(OC)cc(-c2sc3ccc(OC)cc3c2C#CC2(N)CCCCC2)c1,-2.1,5.5,9.9
Cc1nc2ccccc2c(=O)n1-c1ccc(NS(=O)(=O)c2cc(F)ccc2F)cc1,-5.4,-1.4,-0.9
O=C1CN(C(=O)COC(=O)c2ccc(C(F)(F)F)cc2)c2ccccc2N1,-3.9,-0.3,0.0
O=S(=O)(Nc1ccccc1F)c1ccc(Cl)nc1,-2.4,0.0,-1.1
CC(=O)Nc1ccc(N)cc1,3.4,0.3,0.5
Cc1[nH]c(=O)[nH]c(=S)c1C(=O)Nc1ccc(Cl)c(Cl)c1,-7.6,1.8,0.1
CCOC(=O)[C@@H]1[C@H]2COc3cc(OC)ccc3[C@H]2N2C(=O)N(c3cccc(F)c3)C(=O)[C@]12C,-2.5,0.5,2.8
N#CC1(NC(=O)CN2C(=O)NC(Cc3c[nH]c4ccccc34)C2=O)CCCCC1 (stereo not drawn),-2.8,1.3,17.0
COc1ccc(-c2cc3cc(-c4cc(OC)c(OC)c(OC)c4)ccc3o2)cc1,0.1,0.1,0.5

# Only part of the results is shown; the hit share may differ from the screen's.
